Bioassay records deposited in PubChem BioAssay by National Center for Advancing Translational Sciences (NCATS).
A-T KAP1 phos – candidate therapy for ataxia-telangiectasia. […] A-T fibroblasts, KAP-1 phosphorylation AlphaLISA; neocarzinostatin DNA damage 30 min before lysis. Potency, µM (doses to about 57.5 µM), inactives show at the highest dose activation, most hits filed as activators. 320,000 tested, 0.19% active; further: potency means the concentration at half of the fitted maximal effect; % of control where 0% means no effect; nearly all actives have a fitted effect of over 45% in size
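hTERT-immortalized A-T patient fibroblasts ([…]), 500 cells/well in OPTI-MEM, 1% FBS, got compounds for 60 min, then NCS for 30 min at 37C. Lysates were then assayed for phospho-KAP-1 by AlphaLISA (anti-pKAP1 donor, anti-KAP1 acceptor beads), 6 hr at 25C.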
ELG1 DNA repair – ELG1-dependent DNA repair inhibition | Potency, µM (doses to about 46.1 µM), for inactives: top-dose activity change, negative = inhibition, hits mostly inhibitors | HEK293T ELG1-luciferase reporter, luminescence, 16 h; DNA damage induced by 5-fluorouridine | 330,000 tested, 2.3% active; further: potency means the concentration at half of the fitted maximal effect; on the % scale 0 is the no-effect control and ±100 the full control effect; nearly all actives have a fitted effect of over 55% in size
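HEK293T cells expressing luciferase-tagged ELG1 (2,000/well) received 5-Fluorouridine plus compound or DMSO for 16 hr at 37 °C. Luciferase was read by ONE-Glo luminescence after 30 min at room temperature.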
KCNH2 3.1 block – KCNH2 3.1 (human) potassium channel inhibition; U2OS KCNH2 3.1, thallium flux FluxOr; hits give low values; activity change, % (tested at about 1.8 µM); 340,000 tested, 0.95% active; AID 720553;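 active means maximum activity change below -70%; inconclusive means maximum activity change from -70% to -50%; inactive means maximum activity change above -50%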;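 further: thallium influx rate constant from kinetic fluorescence after stimulation buffer; on the % scale 0 is the no-effect control and ±100 the full control effect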
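We transduce U2OS cells with the mutant 3.1 virus, culture them overnight, load FluxOr with Red40 quencher for 45 min, then add stimulation buffer and read kinetically for 2 min to derive a normalized rate constant.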
USP2a inh – inhibitors of human ubiquitin-specific protease USP2a | 330,000 tested, 0.01% active | O75604 | USP2 core, Ub-CHOP2 coupled fluorogenic reporter, 485/531 | Potency, µM (highest dose often 38.3 µM), inactives show top-dose activity change, negative = inhibition, most hits filed as inhibitors;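 further: potency means the concentration at half of the fitted maximal effect; plate controls were DMSO wells for no effect and full inhibition by NEM control for full effect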
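USP2 core (10nM final) preincubated 30min RT with compound in 20mM Tris-HCl pH 8.0, 2mM CaCl2, 2mM beta-mercaptoethanol, 0.05% CHAPS; 25nM Ub-CHOP2 plus 25nM reporter substrate added, fluorescence (Ex485/Em531) read after 60min.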
TRPV1 ag – human TRPV1 agonism | Q8NER1 | TRPV1-expressing cells, Fluo-8 calcium influx, agonist mode | activation, % at 8.33 µM | 320,000 tested, 0.19% active | AID 540275; in the data active means activation above about 80%; inconclusive means between about 30% and that limit; further: 0% is about no effect
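Cells expressing TRPV1 were dye-loaded with Fluo-8 and read kinetically: 10 s baseline, 3 min after compound (agonist portion), then 2 min after EC20 capsaicin (allosteric enhancer portion). Calcium-bound dye fluorescence at 480/520 nm.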
TCR activator – activates T cell receptor signaling | primary human leukocytes, anti-CD3, IL-2 HTRF, 48 h | 330,000 tested, under 10 active | Potency, µM (highest dose often 9.22 µM), for inactives: at the highest dose activation of IL-2 secretion, most hits filed as activators; further: % of control where 0% means no effect
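Activity was scored as IL-2 release from primary human leukocytes given only a TCR signal (a-CD3 beads) plus compound for 48 hr. Detection used a two-antibody HTRF format read at 665nm.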
TSHR antag – blocks TSH signaling through the human TSH receptor; P16473; TSHR-expressing cells, TSH-stimulated cAMP HTRF, 2 h; hits give low values; activity change, negative = inhibition, % at 11.5 µM; 330,000 tested, 0.2% active;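 active means activity change below a set negative limit, meaning inhibition stronger than a set level, cut at about -70% in these data; inconclusive means activity change between two set negative limits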; further: on the % scale 0 is the no-effect control and ±100 the full control effect
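TSHR-expressing cells were treated with compounds, then stimulated with TSH at EC80 (4nM final) for 2 hours at 37 deg C. Cellular cAMP was measured by HTRF competition between lysate cAMP and cAMP-d2 for a cryptate-labelled anti-cAMP antibody.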
KCNH2 WT inh – inhibitors of human wildtype KCNH2 potassium channel; Q12809; U2OS, BacMam KCNH2, thallium flux FluxOr; hits give low values; activity change, % at 1.84 µM; 340,000 tested, 0.37% active;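 active means maximum activity change below -70%; inconclusive means maximum activity change between -70% and -50%; inactive means maximum activity change above -50%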; further: on the % scale 0 is the no-effect control and ±100 the full control effect
Target sequence (Q12809 whole entry, looked up): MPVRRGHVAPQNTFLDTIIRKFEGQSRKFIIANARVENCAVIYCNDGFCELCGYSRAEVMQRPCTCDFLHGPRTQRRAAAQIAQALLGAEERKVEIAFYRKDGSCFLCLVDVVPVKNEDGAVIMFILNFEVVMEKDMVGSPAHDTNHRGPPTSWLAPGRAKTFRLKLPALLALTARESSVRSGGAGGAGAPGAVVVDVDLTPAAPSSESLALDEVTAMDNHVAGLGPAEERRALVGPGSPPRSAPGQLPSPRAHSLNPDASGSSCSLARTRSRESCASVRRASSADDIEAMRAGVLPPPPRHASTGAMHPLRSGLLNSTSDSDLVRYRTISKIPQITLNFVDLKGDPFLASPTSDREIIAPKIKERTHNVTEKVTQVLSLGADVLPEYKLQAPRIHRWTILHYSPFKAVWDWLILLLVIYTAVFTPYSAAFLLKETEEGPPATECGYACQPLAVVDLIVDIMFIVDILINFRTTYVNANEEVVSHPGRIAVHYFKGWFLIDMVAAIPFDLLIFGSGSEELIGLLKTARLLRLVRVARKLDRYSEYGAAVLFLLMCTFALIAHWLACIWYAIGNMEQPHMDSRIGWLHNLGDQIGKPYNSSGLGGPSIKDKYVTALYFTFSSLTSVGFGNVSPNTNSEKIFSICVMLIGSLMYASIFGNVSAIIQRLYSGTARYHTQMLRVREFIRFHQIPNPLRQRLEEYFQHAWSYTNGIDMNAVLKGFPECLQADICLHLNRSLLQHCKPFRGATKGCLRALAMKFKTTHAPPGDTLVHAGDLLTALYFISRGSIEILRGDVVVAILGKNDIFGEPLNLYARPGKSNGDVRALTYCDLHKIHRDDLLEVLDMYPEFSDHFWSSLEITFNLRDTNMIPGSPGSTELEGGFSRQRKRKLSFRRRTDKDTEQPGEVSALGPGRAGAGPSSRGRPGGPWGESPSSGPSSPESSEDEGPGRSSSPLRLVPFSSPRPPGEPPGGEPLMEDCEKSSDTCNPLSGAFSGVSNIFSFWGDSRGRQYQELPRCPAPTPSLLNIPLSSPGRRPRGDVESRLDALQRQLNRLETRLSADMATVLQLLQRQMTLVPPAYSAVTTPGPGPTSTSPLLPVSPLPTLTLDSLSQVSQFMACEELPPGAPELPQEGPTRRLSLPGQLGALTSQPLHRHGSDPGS
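U2OS cells transduced with wild-type KCNH2 virus are loaded with FluxOr dye for 45 min, and thallium flux is measured in kinetic reads before and after stimulation buffer. Rate constants are normalized to DMSO controls.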
Mito fusion act – blocks mitochondrial division or promotes mitochondrial fusion. Potency, µM (doses to about 46.1 µM), without a hit: at the highest dose growth rescue (activation), hits mostly activators. AID 485298. S. cerevisiae fusion-defective mutant growth rescue, CellTiterGlo 48 h. 320,000 tested, 0.23% active;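 further: potency means the concentration at half of the fitted maximal effect; % of control where 0% means no effect; nearly all actives have a fitted effect of over 45% in size; temperature-sensitive fusion mutants such as fzo1-1 at 37 °C on non-fermentable ethanol glycerol medium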
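Read-out: ATP-based luminescence (CellTiterGlo, 10 min ambient) reporting growth of fusion-defective ts yeast after 48 hours at 37C on glycerol/ethanol YPEG medium in the presence of compound.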
Eya2 inh – inhibitors of human Eya2 phosphatase activity | O00167 | recombinant Eya2, OMFP fluorescence dephosphorylation (OMFP is methylfluorescein phosphate) | Potency, µM (highest dose often 76.9 µM), for the others: top-dose activity, negative = inhibition, actives largely listed as inhibitors | 330,000 tested, 0.006% active | AID 488837; further: potency means the concentration at half of the fitted maximal effect; on the % scale 0 is the no-effect control and ±100 the full control effect
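Eya2 (0.2 uM) preincubated 10 min at ambient with compound, then OMFP substrate added at 50 uM; 10 min reaction in 50 mM HEPES pH 7.5, 50 mM NaCl, 5 uM MgCl2, 0.05% BSA, 1 mM DTT. Fluorescence read at Ex 485/Em 525 nm.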
* = called active by the depositor; ? = inconclusive; nt = no result given; & = joins results of further samples; [ ] = remark or other dose. Unless noted, the call rests on the fitted dose curve; in most records, active means well fitted curve in the direction sought with a large enough effect; inconclusive means small, poorly fitted or top-dose-only effect, or another doubt; inactive means no such curve, though single readings can be large; an effect the other way counts as inactive or inconclusive.

1) O=P(O)(O)Cc1ccccc1OP(=O)(c1ccccc1)c1ccccc1
2) CC(=NCCN1CCOCC1)c1c(O)n(-c2ccccc2C)c(=O)[nH]c1=O
3) CCN1C[C@]2(C)CC[C@H](OC)[C@]34C2[C@H](OC(C)=O)[C@@]2(OCO[C@@]25C[C@H](OC)[C@H]2C[C@]3(O)C5[C@H]2OC)[C@@H]14
4) CCCCn1cnc2cc(NCc3cccc(OC)c3O)ccc21
5) Cc1ccnc(NS(=O)(=O)c2ccc(N=Cc3c(O)n(C)c(=O)n(C)c3=O)cc2)n1
6) Cn1c(O)c(C=NC2CC(C)(C)NC(C)(C)C2)c(=O)n(C)c1=O
7) O=C1NC(=O)C(CCc2ccccn2)(Cc2ccc3c(c2)OCO3)C(=O)N1CCc1ccccc1 (centres undefined)
8) COc1ccc(-c2nn(CCC#N)cc2C(=O)Nc2cccc([N+](=O)[O-])c2)cc1OC
9) O=C(c1ccccc1)c1cn(CC(=O)N2CCOCC2)c2ccccc12
10) CCOc1ccc(NC(=O)c2ccc(NC(=O)COC(=O)Cc3ccccc3)cc2)cc1
assay / entry | 1 | 2 | 3 | 4 | 5 | 6 | 7 | 8 | 9 | 10
KCNH2 WT inh | 3.1 | -4.9 | 3.0 | 1.5 | 1.3 | 8.0 | -1.8 | 6.7 | 8.2 | 6.0
TSHR antag | 9.9 | 3.4 | -5.2 | 3.0 | -1.3 | -0.8 | 18.8 | 6.1 | 2.7 | 3.7
Mito fusion act | -0.3% | -1.0% | -8.1% | 0.9% | -0.8% | -2.4% | -1.7% | 1.7% | 7.8% | -8.0%
Eya2 inh | 5.8% | 14.1% | 1.2% | -11.5% | -3.2% | -12.1% | -19.4% | -7.7% | -5.3% | 3.3%
TCR activator | -3.2% | 5.2% | 3.7% | -10.8% | 4.2% | -3.4% | -3.4% | 0.2% | 1.3% | 2.5%[46.1 µM]
TRPV1 ag | -0.3 | 2.8 | -5.4 | 20.2 | 0.2 | -2.2 | -0.9 | -3.4 | 0.5 | 0.7
KCNH2 3.1 block | 16.0 | 0.0 | 25.2 | -22.2 | 0.9 | 4.7 | -13.3 | -3.0 | -4.3 | -23.1
USP2a inh | 0.2% | 3.3% | 4.6% | 5.1% | 7.0% | 1.6% | -6.2% | -1.2% | 3.1% | 0.5%
ELG1 DNA repair | -8.8% | -1.0% | -8.2% | ? | 12.2% | 5.9% | ? | ? | 13.3% | ?
A-T KAP1 phos | -1.6% | -1.4% | -14.7% | -1.0% | -0.9% | 2.3% | 10.8% | 2.0% | 2.4% | 4.1%

11) Cc1c(C(=O)c2cccc3ccccc23)c2cccc3c2n1[C@H](CN1CCOCC1)CO3
12) CN(C)CCN(CC1CCCN(Cc2ccccc2F)C1)C(=O)Cc1ccc(F)c(F)c1 (centres undefined)
13) CC(C)NS(=O)(=O)c1ccc(OCC(=O)N2CCN(Cc3ccc4c(c3)OCO4)CC2)c(Cl)c1
14) C/C(CC(c1ccccc1)c1c(O)c2ccccc2oc1=O)=N\NC(N)=S (centres undefined)
15) NCC(CC(=O)O)c1ccc(Cl)cc1 (centres undefined)
16) O=C(NC1CCCCC1)Oc1cc2oc(=O)sc2cc1Cl
17) CC(=O)Nc1ccccc1C(=O)OCc1ccccc1F
18) CC(=O)N1CN(C(C)=O)CN(C(C)=O)C1
19) NC(Cc1cc(O)c(O)cc1O)C(=O)O (centres undefined)
20) N#Cc1ccc(NC(=O)CN2C(=O)NC3(CCCCCCC3)C2=O)cc1Cl
21) CCS(=O)(=O)N1CCCC(C(=O)N2CCC3(CC2)OCCO3)C1 (centres undefined)
22) Cn1c(O)c(C(=Nc2ccccc2)SCc2ccccc2Cl)c(=O)n(C)c1=O
assay / entry | 11 | 12 | 13 | 14 | 15 | 16 | 17 | 18 | 19 | 20 | 21 | 22
KCNH2 WT inh | -0.8 | 3.9 | 26.6 | 4.3 | 9.3 | 1.9 | -6.8 | -5.5 | nt | -9.7 | -12.2 | 5.3
TSHR antag | -15.4 | 5.6 | -5.6 | -1.1 | 3.9&19.0 | 11.5 | -0.6 | -5.3 | 15.0&7.4 | 4.5 | 11.5 | -20.9
Mito fusion act | 9.2µM* | -7.4% | 0.9% | -4.4% | -3.0%&-10.8% | 25.0% | ? | -3.5% | -7.8%&-2.0% | -1.3% | -2.8% | 3.1%
Eya2 inh | -3.7% | 9.5% | 5.0% | 6.7% | -2.0%&3.7% | -3.3% | 3.8% | 3.8% | -20.5%&12.6% | 10.3% | 12.9% | 19.6%
TCR activator | 16.3% | 6.7% | -0.5% | -0.1% | 5.3% | -6.0% | -5.1% | 1.1% | nt | -7.0% | 3.9% | -4.5%
TRPV1 ag | nt | 6.8 | 13.6 | -0.5 | -1.5 | -3.8 | 4.5 | -1.8 | 8.5 | 8.8 | 1.6 | 9.4
KCNH2 3.1 block | -21.2 | 5.3 | 3.3 | 8.5 | -5.4 | -11.3 | -21.1 | -14.5 | nt | -11.6 | 10.4 | -2.3
USP2a inh | nt | 1.3% | -2.3% | 3.7% | 2.6% | 0.2% | 2.9% | 0.2% | ? | 0.6% | 1.6% | -8.2%
ELG1 DNA repair | nt | -0.9% | 11.6µM* | -3.4% | 11.6% | -12.4% | ? | ? | 1.5% | -21.7% | ? | ?
A-T KAP1 phos | nt | -1.1% | -4.4% | -2.6% | 5.8% | 31.8% | 6.5% | -0.5% | -17.9% | -1.2% | 1.2% | -5.6%

10 of these compounds, reformatted.
Under each structure – KCNH2 WT inh	TSHR antag	Mito fusion act	Eya2 inh	TCR activator	TRPV1 ag	KCNH2 3.1 block	USP2a inh	ELG1 DNA repair	A-T KAP1 phos
10) CCOc1ccc(NC(=O)c2ccc(NC(=O)COC(=O)Cc3ccccc3)cc2)cc1
 : 6.0	3.7	-8.0%	3.3%	2.5%[46.1 µM]	0.7	-23.1	0.5%	?	4.1%
11) Cc1c(C(=O)c2cccc3ccccc23)c2cccc3c2n1[C@H](CN1CCOCC1)CO3
 : -0.8	-15.4	9.2µM*	-3.7%	16.3%	nt	-21.2	nt	nt	nt
12) CN(C)CCN(CC1CCCN(Cc2ccccc2F)C1)C(=O)Cc1ccc(F)c(F)c1 (centres undefined)
 : 3.9	5.6	-7.4%	9.5%	6.7%	6.8	5.3	1.3%	-0.9%	-1.1%
13) CC(C)NS(=O)(=O)c1ccc(OCC(=O)N2CCN(Cc3ccc4c(c3)OCO4)CC2)c(Cl)c1
 : 26.6	-5.6	0.9%	5.0%	-0.5%	13.6	3.3	-2.3%	11.6µM*	-4.4%
14) C/C(CC(c1ccccc1)c1c(O)c2ccccc2oc1=O)=N\NC(N)=S (centres undefined)
 : 4.3	-1.1	-4.4%	6.7%	-0.1%	-0.5	8.5	3.7%	-3.4%	-2.6%
15) NCC(CC(=O)O)c1ccc(Cl)cc1 (centres undefined)
 : 9.3	3.9&19.0	-3.0%&-10.8%	-2.0%&3.7%	5.3%	-1.5	-5.4	2.6%	11.6%	5.8%
16) O=C(NC1CCCCC1)Oc1cc2oc(=O)sc2cc1Cl
 : 1.9	11.5	25.0%	-3.3%	-6.0%	-3.8	-11.3	0.2%	-12.4%	31.8%
17) CC(=O)Nc1ccccc1C(=O)OCc1ccccc1F
 : -6.8	-0.6	?	3.8%	-5.1%	4.5	-21.1	2.9%	?	6.5%
18) CC(=O)N1CN(C(C)=O)CN(C(C)=O)C1
 : -5.5	-5.3	-3.5%	3.8%	1.1%	-1.8	-14.5	0.2%	?	-0.5%
19) NC(Cc1cc(O)c(O)cc1O)C(=O)O (centres undefined)
 : nt	15.0&7.4	-7.8%&-2.0%	-20.5%&12.6%	nt	8.5	nt	?	1.5%	-17.9%

The list is partial (hit frequency here may not be typical).
